PKA-R2B act: activators of PKA-R2B holoenzyme, primary screen, biochemical, fluorescence polarization, Cy5-IP20, human; cAMP-dependent protein kinase catalytic subunit beta (Homo sapiens) + cAMP-dependent …; PKA-R2B holoenzyme dissociation; R2B truncated from residue 108, S112A mutant; 0% DMSO only, 100% 113 µM cGMP; activation, % at 11.4 µM; 340,000 tested, 0.079% active; AID 504700, 2011;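 active means activation above a cutoff set at the mean over all compounds plus 3 SD, cut at about 18% in these data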;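 further: higher means more holoenzyme dissociation and a rise in polarization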
Target sequence (P31323 whole entry, looked up, other chains not shown, the tested form may be a part): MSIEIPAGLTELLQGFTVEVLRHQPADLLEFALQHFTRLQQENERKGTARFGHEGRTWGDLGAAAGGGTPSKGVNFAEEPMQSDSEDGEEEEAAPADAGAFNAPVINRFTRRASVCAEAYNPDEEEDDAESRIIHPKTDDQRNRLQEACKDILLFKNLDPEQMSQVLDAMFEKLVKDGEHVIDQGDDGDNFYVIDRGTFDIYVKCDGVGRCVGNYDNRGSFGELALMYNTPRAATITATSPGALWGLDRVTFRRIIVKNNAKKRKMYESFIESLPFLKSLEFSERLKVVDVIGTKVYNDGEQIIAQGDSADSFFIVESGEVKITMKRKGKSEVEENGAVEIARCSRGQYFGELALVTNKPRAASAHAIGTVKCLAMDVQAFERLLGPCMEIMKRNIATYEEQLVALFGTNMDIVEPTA
Ecoli viability: E. coli V3065 growth inhibition, primary screen, counter-screen for AddAB inhibitor project, absorbance, OD600 | 18 h | inhibition, % at 11.9 µM | 330,000 tested, 0.27% active;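 active means inhibition above the campaign's mean inhibition across all tested compounds plus 3 SD, cut at about 9.9% in these data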;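 further: uninfected addAB+ strain grown without phage in ampicillin broth; 0% = DMSO wells and 100% = ciprofloxacin 0.95 µg/ml wells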
AddAB inh: growth inhibition of E. coli expressing H. pylori AddAB, primary screen, AddAB inhibitor project, absorbance; inhibition, % at 11.9 µM; 330,000 tested, 0.29% active; in the data active means inhibition above about 12%;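 further: 0% = vehicle wells of infected cells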
SUMO Mot1 rescue: yeast Mot1-301 growth rescue at high temperature, primary screen, SUMOylation pathway inhibitor project, S. cerevisiae, ATP luminescence, 38.5C. growth rescue, % at 18.8 µM. S. cerevisiae Mot1-301 growth rescue; percent above DMSO median, 100 means doubled. 320,000 tested, 1% active;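 active means every valid replicate shows activation above 250% relative to neutral control wells; inactive means the rest, any valid replicate at or below 250%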;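 further: OY570 slx delta 5 strain wells were the positive control but not used for scaling; some compounds called inactive have numbers as strong as hits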
Tat transport: E. coli Tat export inhibitors, primary screen, MC4100, TorA-mCherry reporter, fluorescence, single point; inhibition, % at 10 µM; 340,000 tested, 0.036% active; AID 488895, 2010;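 active means mean replicate inhibition at least 50% and at least half of replicates individually reaching 50%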;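 further: exported cargo escapes ClpAP degradation while cytoplasmic cargo is degraded and loses fluorescence; 0% = median of neutral control wells and 100% = median of NaSCN control wells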
OPRM1-OPRD1 ag: agonists of OPRM1-OPRD1 heterodimerization, primary screen, cell-based, luminescence; Mu-type opioid receptor (Homo sapiens) + Delta-type opioid receptor (Homo sapiens), …; cells; activation, % at 9.3 µM; 340,000 tested, 0.3% active; in the data active means activation above about 18%;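 further: 0% = vehicle-treated cells and 100% = reference agonist; values of inactives mirror those of a sister screen read the other way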
HTR5A inv ctr: HTR5A inverse agonists in luminescence cell assay, primary screen, counter-screen for OPRM1-OPRD1 heterodimer inverse agonist project, full-deck HTS; 5-hydroxytryptamine receptor 5A (Homo sapiens), P47898; HTR5A cell line, inverse agonism; inhibition, % at 9.3 µM; 340,000 tested, 0.083% active; in the data active means inhibition mostly above about 23%, no sharp cut-off; inactive means mostly below about 18%;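 further: 0% = cells with DMSO and 100% = no-cell wells with DMSO; some compounds called inactive have numbers as strong as hits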
Target sequence (P47898 whole entry, looked up): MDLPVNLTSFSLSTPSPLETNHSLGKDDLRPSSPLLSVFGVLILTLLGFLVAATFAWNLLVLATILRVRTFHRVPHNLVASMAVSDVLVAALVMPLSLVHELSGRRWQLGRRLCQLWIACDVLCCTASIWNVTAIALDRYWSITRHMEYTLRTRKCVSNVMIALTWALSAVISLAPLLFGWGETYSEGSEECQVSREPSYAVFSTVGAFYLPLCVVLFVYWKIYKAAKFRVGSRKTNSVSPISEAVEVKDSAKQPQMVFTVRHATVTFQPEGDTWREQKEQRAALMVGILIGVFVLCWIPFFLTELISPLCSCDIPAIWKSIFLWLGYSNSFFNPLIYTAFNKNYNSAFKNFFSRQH
phage Ecoli inh: growth loss of phage-infected E. coli, primary screen, RecBCD inhibitor project, absorbance, with phage, HTS | inhibition, % at 11.9 µM | 360,000 tested, 0.26% active; in the data active means inhibition above about 11%
PKA-R1A activ: activators of PKA-R1A holoenzyme, primary screen, biochemical, fluorescence polarization, Cy5-IP20, bovine R1A, mouse PKAc. PKA-R1A dissociation; scaled: DMSO 0%, 113 µM cGMP 100%. 340,000 tested, 0.083% active. activation, % at 11.4 µM. cAMP-dependent protein kinase type I-alpha regulatory subunit (Bos taurus) + …;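 active means percent activation above the mean of all tested compounds plus 3 SD, cut at about 19% in these data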;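 further: higher means more PKAc released from R1A so a rise in polarization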
OPRM1-OPRD1 inv: inverse agonists of MOR-DOR heterodimerization, primary screen, cell-based, luminescence; cell-based MOR-DOR heterodimer luminescence, inverse agonism; inhibition, % at 9.3 µM; Mu-type opioid receptor (Homo sapiens) + Delta-type opioid receptor (Homo sapiens), …; 340,000 tested, 0.21% active; in the data active means inhibition above about 22%, passing the limit was not always enough;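 further: 0% = cells with DMSO and 100% = wells without cells with DMSO; values of inactives mirror those of a sister screen read the other way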
PfHsp90 set2: growth inhibition of PfHsp90-expressing yeast, primary screen, antimalarial PfHsp90 inhibitor project, S. cerevisiae, BacTiter-Glo luminescence, single point, set 2; BacTiter-Glo ATP, 48 h; yeast lacking PDR1 and PDR3 efflux regulators; inhibition, % at 9.4 µM; 310,000 tested, 0.32% active;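 active means every replicate shows inhibition above about 80%, whatever the replicate mean, limit read from the data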;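 further: 0% = DMSO neutral controls and 100% = 20 µM radicicol positive controls; yeast relying on Plasmodium falciparum Hsp90 in place of its own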
* marks the source's active call; other numbers are inactive results; x = not tested or not shown.

SMILES,PKA-R2B act,Ecoli viability,AddAB inh,SUMO Mot1 rescue,Tat transport,OPRM1-OPRD1 ag,HTR5A inv ctr,phage Ecoli inh,PKA-R1A activ,OPRM1-OPRD1 inv,PfHsp90 set2
CCOc1cc(CNCCSc2nnnn2C)cc(Br)c1OCc1ccccc1F,-2,-3.9,0.7,24,-1,3.5,12,2.0,-4,-20,45
COc1ccc(C(=O)NNC(=O)c2ccc(C)cc2)cc1S(=O)(=O)N1CCCC1,-1,0.4,1.2,-11,-6,-2.1,2,0.5,-1,10,11
CCOC(=O)CN(C(=O)Cn1nnc2ccccc21)C(C(=O)NCCOC)c1ccccc1 (stereo unspecified),-3,-1.0,3.1,-2,-4,-2.2,-7,-0.3,-8,12,-7
CCc1nn2c(=O)cc(COC(=O)c3cc(Cl)c(OC)c(OC)c3)nc2s1,4,0.5,-1.2,11,-10,-2.6,5,2.0,-10,10,x
CCOC(=O)N1CCN(C(=O)CCc2ccccc2)CC1,6,-2.5,3.2,-29,-7,-0.2,-12,1.8,0,1,4
O=C(O)C1(c2ccccc2)CCN(S(=O)(=O)c2ccc(Br)cc2)CC1,4,0.6,1.2,-16,-3,-1.4,-15,3.0,-16,7,-12
O=C(CN1C(=O)NC(c2ccc(F)cc2)C1=O)Nc1ccc2c(c1)OCCO2 (stereo unspecified),-1,-0.5,0.8,1,-3,-4.7,-6,2.4,-7,19,-13
NS(=O)(=O)c1cccc(NC(=O)c2cccc(-c3ccc(O)cc3)c2)c1,1,0.9,4.2,-11,0,-1.4,2,2.4,-7,9,14
O=C(Nc1cc(Cl)ccc1C(=O)O)c1ccc(CN2C(=O)c3ccccc3C2=O)cc1,-12,-1.6,-0.7,23,16,-0.5,-19,-0.8,-4,3,-14
COc1cc(C(=O)OC(C)C(=O)NC(=O)NC2CCCCC2)ccc1OC(F)F (stereo unspecified),-2,1.1,0.3,-27,13,6.5,10,-1.2,1,-25,x
COc1cc(/C=C(\C#N)c2ccccn2)ccc1OCC(=O)Nc1cccc(C(F)(F)F)c1,-3,-1.8,2.0,-11,2,2.0,-28,2.3,-14,-14,-13
CCc1cccc(C)c1NC(=O)CN(C)Cc1ccc(Br)cc1,3,0.0,1.5,23,1,-1.7,-2,1.5,0,8,-1

SMILES,PKA-R2B act,Ecoli viability,AddAB inh,SUMO Mot1 rescue,Tat transport,OPRM1-OPRD1 ag,HTR5A inv ctr,phage Ecoli inh,PKA-R1A activ,OPRM1-OPRD1 inv,PfHsp90 set2
Cc1cc(=O)oc2cc(N3C(=O)CC(Cc4ccccc4)C3=O)ccc12 (stereo unspecified),0,0.1,-0.5,-1,4,-3.7,-9,0.1,-13,17,-7
Cc1ccc(-c2nnc(SCC(=O)Nc3cccnc3Cl)n2N)cc1,2,1.1,-0.7,-6,-2,-1.5,-31,0.3,1,7,x
O=C(O)COc1ccc(Oc2ccccc2)cc1,3,-1.2,-2.4,-10,-1,-1.0,-24,2.5,-14,5,-2
Cc1c(CCOC(=O)c2cc([N+](=O)[O-])cc([N+](=O)[O-])c2)sc[n+]1CCCCS(=O)(=O)[O-],-6,-0.8,3.5,0,15,1.1,15,2.2,3,-6,1
O=C(NC1CCCC1)C(c1ccc(Cl)cc1)N1CCOCC1 (stereo unspecified),17,-1.6,0.1,4,5,-0.9,-30,2.2,5,5,-10
Cc1nn(CCC(N)=S)c2nc(-c3cccs3)cc(C(F)(F)F)c12,-7,-3.6,-0.3,2,-15,-0.9,15,0.7,-10,7,-8
O=C(CCN1CCN(CCO)CC1)Nc1ccc(F)c(F)c1,-6,-1.5,3.3,-9,3,-0.7,8,0.6,0,4,-12
O=C(O)C(=O)/C(=C\c1ccc(Cl)cc1)c1ccc2ccccc2n1,5,-1.8,1.8,24,-13,-0.2,-5,0.5,-3,1,6
C/C(N)=C(/C#N)C(=O)COC(=O)CC1CCCC1,6,0.2,3.7,12,-6,-3.2,-3,1.5,-12,15,13
O=C(COC(=O)c1ccco1)Nc1nnc(-c2ccccc2)o1,-4,-1.9,-4.1,-4,-13,-0.8,-18,0.5,-3,4,x
Cc1ccccc1/C=C1\CCCc2ccccc2C1=O,-11,-1.3,2.3,-15,12,4.0,-8,2.5,11,-24,x
CCOc1cc(NC(=S)NCc2ccccc2)c(OCC)cc1NC(=O)C(C)C,-4,0.2,0.5,10,-4,-3.6,6,0.2,-3,16,-7

SMILES,PKA-R2B act,Ecoli viability,AddAB inh,SUMO Mot1 rescue,Tat transport,OPRM1-OPRD1 ag,HTR5A inv ctr,phage Ecoli inh,PKA-R1A activ,OPRM1-OPRD1 inv,PfHsp90 set2
O=C1CCCCN1CCCC(=O)N1CCCC(Nc2ccc(F)cc2)C1 (stereo unspecified),-9,0.1,0.3,0,-3,-1.6,-2,0.7,-21,8,-2
Cc1ccc(/C=C/C(=O)Nc2sc3c(c2C#N)CCCC3)o1,6,0.3,-0.5,-2,-3,4.4,1,3.4,4,-32,0
O=C1CC(N2CCC(c3nc4ccccc4o3)CC2)C(=O)N1 (stereo unspecified),2,0.9,1.8,3,-5,-1.5,-9,4.7,-7,7,14
CC(=O)c1nn(-c2cccc(C(F)(F)F)c2)c(=O)[nH]c1=O,9,0.0,-3.2,1,2,-4.0,-5,1.8,10,18,5
CN1CCN(C(=O)c2ccccc2NC(=O)c2sc3ccccc3c2Cl)CC1,1,-0.7,2.5,12,3,-1.1,17,1.2,-14,6,-13
COc1ccc(Br)cc1C(=O)Nc1cc(C)cc(C)c1,7,-4.5,1.1,5,4,1.2,2,1.5,1,-6,-13
Cc1ccc(C(=O)C2=C(O)C(=O)N(Cc3ccco3)C2c2cccc(Cl)c2)o1 (stereo unspecified),-2,1.8,1.8,-21,-2,-2.5,-3,2.6,-1,14,x
O=C(CNCc1cccs1)Nc1ccc(OC(F)(F)F)cc1,-3,0.7,1.2,-16,-2,-0.1,-11,3.4,1,0,-2
O=C(CCN1C(=O)C2C3C=CC(C3)C2C1=O)Nc1ccccc1 (stereo unspecified),-2,-2.6,0.3,202,6,-2.8,23,4.0,-4,13,-5
CCOC(=O)N1CCC(NC(=O)c2ccc3c(c2)ncn3C2CCCC2)CC1,-3,-1.4,0.1,131,-1,-2.3,-22,-0.2,-6,14,4
CCN(C(=O)COC(=O)c1ccc(Cl)cc1N)C1CCCCC1,-11,0.4,2.0,3,10,3.0,1,0.6,-8,-14,-5
O=C(NCc1nnc(SCC(=O)N2CCCC2)o1)c1ccc(F)cc1,-1,0.9,3.7,-10,-1,-2.1,-3,2.3,-11,7,23

SMILES,PKA-R2B act,Ecoli viability,AddAB inh,SUMO Mot1 rescue,Tat transport,OPRM1-OPRD1 ag,HTR5A inv ctr,phage Ecoli inh,PKA-R1A activ,OPRM1-OPRD1 inv,PfHsp90 set2
NNC(=O)CN1C(c2ccc(Cl)cc2)=Nc2ccc(Br)cc2C1c1ccccc1 (stereo unspecified),-9,0.9,2.4,-5,4,2.5,-1,2.5,-5,-14,37
Cc1ccc(NCc2nnc(SCC(=O)NCCc3ccccc3)n2C)cc1,-10,x,x,x,-11,-2.0,-15,x,7,11,-47
CCn1cc(C(=O)OCC(=O)Nc2cccc(S(=O)(=O)N3CCOCC3)c2)c(=O)c2ccc(C)nc21,-2,3.0,3.8,13,0,-0.5,4,3.2,10,2,17
Cc1cc(NC(=O)CSc2nc3c(c(=O)n2-c2ccc(Cl)cc2)SCC3)no1,3,1.7,-0.3,-16,6,-1.0,-23,1.7,-6,6,3
COCc1ccc(CN2CCCC(C(=O)Nc3ccccc3-c3ccc(OC)cc3)C2)o1 (stereo unspecified),8,0.8,2.5,348,-2,-1.1,24,0.7,11,6,11
CC(C)Cn1c(=O)c2ccccc2n2c(CCC(=O)NC3CCN(Cc4ccccc4)CC3)nnc12,-2,-2.5,1.9,-1,-3,-1.4,-19,0.3,7,7,4
Cc1nnc(NC(=O)c2oc3ccccc3c2C)s1,2,0.6,-0.7,2,-3,-2.6,-24,3.3,6,14,-6
Fc1ccc(OCc2nc(-c3ccncc3)n[nH]2)cc1,-13,-1.5,0.6,1,-4,-1.2,9,2.5,-11,6,-13
COc1ccc(CN(C)CCCn2cnc(C(=O)Nc3ccc(C)c(C)c3)n2)cc1OC,-2,x,x,x,6,6.4,0,3.1,-8,-30,10
COc1ccccc1Nc1ccc2nonc2c1[N+](=O)[O-],3,0.9,2.8,14,11,3.3,-26,0.3,-3,-16,-2
COCCN(C(=O)CSc1nc2ccccc2o1)c1c(N)n(Cc2ccccc2)c(=O)[nH]c1=O,6,-2.8,-3.4,-9,-4,-3.1,11,3.5,-1,12,x
COC(=O)c1ccc(CNC(=O)c2ccc(S(=O)(=O)N3CCCCCC3)cc2)cc1,-4,-1.1,-2.6,-10,3,2.9,-15,2.7,5,-14,x
COc1cccc(OCCCn2ccnc2)c1,-3,-2.2,2.3,-1,-2,-1.4,21,4.4,4,7,-5
COc1ccc(N(CC(=O)NCc2ccccc2Cl)S(=O)(=O)c2c(C)noc2C)cc1,1,-0.9,1.1,229,11,-0.1,-16,4.4,10,0,-4
N=c1ccn(Cc2ccccc2Cl)cc1,-3,-1.1,1.3,-10,-1,-0.3,-1,3.8,2,2,31

From PubChem BioAssay

Rows are unselected (roughly 2.2% active in at least one column).
